SRC1 inh = human NCOA1 inhibition; HEK293 GAL4-SRC1 luciferase reporter, luminescence; inhibition, % at 3.6 µM; hit rate 0.12% among 360,000; Q15788;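 active means inhibition above the campaign mean plus 3 SD, with each screening campaign given its own cutoff, cut at about 60% in these data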;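 further: 0% = DMSO treated cells and 100% = gossypol at 36 µM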
TRAIL sens C8 = sensitizes caspase-8 expressing cells to TRAIL | NB7+C8 cells + TRAIL, ATPlite viability luminescence | inhibition (viability loss, TRAIL sensitization), % at 10 µM | hit rate 1% among 360,000 | AID 624354;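 active means compounds causing at least 50% loss of cell viability in the single-dose screen, relative to plate controls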
TLR9-MyD88 inh = inhibitors of human TLR9-MyD88 binding; Q9NR96+Q99836; CHO BLA complementation TLR9-MyD88, CCF4 FRET ratio; inhibition, % at 4.98 µM; hit rate 0.21% among 340,000;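 active means inhibition above the mean over all tested compounds plus 3 SD, cut at about 21% in these data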;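 further: 0% = DMSO only wells and 100% = clavulanate BLA inhibitor control wells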
LMP1 NFkB inh = Epstein-Barr LMP1 NF-kappaB reporter inhibition; LMP1-induced NF-kappaB luciferase reporter cells, luminescence; inhibition, % at 12.5 µM; hit rate 0.69% among 350,000; AID 504558; in the data active means inhibition above about 41%;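 further: 0% = neutral control wells and 100% = reference inhibitor control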
SRC2 inh = human SRC2 (NCOA2) inhibition | HEK293 GAL4-SRC2 luciferase reporter, luminescence | hit rate 0.17% among 370,000 | inhibition, % at 9 µM | Q15596;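 active means inhibition above the mean inhibition of all tested compounds plus 3 SD, set per campaign, cut at about 52% in these data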;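 further: 0% = DMSO treated cells and 100% = cells given Gossypol at 36 µM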
NOD2 RIPK2 PPI = blocks binding of human NOD2 to RIPK2; hit rate 0.38% among 360,000; CHO BLA complementation NOD2-RIPK2, CCF4 ratio; O43353; inhibition, % at 4.98 µM; in the data active means inhibition above about 21%;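 further: 0% = vehicle only and 100% = reference blocker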
NCOA3 inh = human NCOA3 inhibition; inhibition, % at 3.6 µM; hit rate 0.17% among 360,000; HEK293 GAL4-SRC3 luciferase reporter, luminescence; Q9Y6Q9; AID 588352;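 active means inhibition above a per-campaign cutoff, the mean of all compounds plus 3 SD, cut at about 60% in these data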;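 further: 0% = DMSO-treated cells and 100% = gossypol-treated cells at 36 µM; higher means less SRC3-driven luciferase light from the GAL4 reporter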
NR5A2 inv ag = NR5A2 inverse agonism in reporter assay | HEK293T StAR-luciferase reporter, LRH-1 transfected, 24 h | inhibition, % at 3.6 µM | hit rate 0.13% among 360,000 | O00482;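 active means inhibition above the mean inhibition of all tested compounds plus 3 SD, cut at about 73% in these data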;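 further: 0% = DMSO wells and 100% = reporter-only cells lacking LRH-1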
Target sequence (O00482 whole entry, looked up): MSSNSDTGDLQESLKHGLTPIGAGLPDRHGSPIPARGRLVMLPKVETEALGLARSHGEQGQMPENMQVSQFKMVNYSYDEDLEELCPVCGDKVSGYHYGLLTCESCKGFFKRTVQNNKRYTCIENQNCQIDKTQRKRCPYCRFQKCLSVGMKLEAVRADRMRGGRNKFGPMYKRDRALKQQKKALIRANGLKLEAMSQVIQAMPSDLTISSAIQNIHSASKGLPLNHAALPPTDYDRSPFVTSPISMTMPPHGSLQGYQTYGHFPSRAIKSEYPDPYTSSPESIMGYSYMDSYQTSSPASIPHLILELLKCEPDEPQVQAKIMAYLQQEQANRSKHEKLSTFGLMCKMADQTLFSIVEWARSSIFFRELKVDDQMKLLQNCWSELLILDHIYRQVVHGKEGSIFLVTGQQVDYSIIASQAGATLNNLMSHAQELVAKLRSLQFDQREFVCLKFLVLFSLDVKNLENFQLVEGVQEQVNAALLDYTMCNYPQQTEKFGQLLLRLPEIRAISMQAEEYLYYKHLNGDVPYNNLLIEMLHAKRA
TWEAK Fn14 block = blocks TWEAK-Fn14 interaction in a reporter cell assay | inhibition, % at 10 µM | TWEAK-stimulated Fn14 reporter cells, luciferase luminescence, 8 h | hit rate 2% among 360,000 | AID 1159606; in the data active means inhibition above about 50%
COUP-TFII inh = NR2F2 (human) inhibition, primary screen; P24468; HEK293T NGFI-A luciferase reporter, luminescence; inhibition, % at 8.6 µM; hit rate 0.7% among 370,000;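 active means inhibition above a per-plate cutoff, mean inhibition of test wells between control levels plus 3 SD, cut at about 38% in these data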;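 further: cells cotransfected with COUP-TFII expression vector driving the NGFI-A reporter; 0% = median of COUP-TF2 test wells and 100% = reporter-only cells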
Target sequence (P24468 whole entry, looked up): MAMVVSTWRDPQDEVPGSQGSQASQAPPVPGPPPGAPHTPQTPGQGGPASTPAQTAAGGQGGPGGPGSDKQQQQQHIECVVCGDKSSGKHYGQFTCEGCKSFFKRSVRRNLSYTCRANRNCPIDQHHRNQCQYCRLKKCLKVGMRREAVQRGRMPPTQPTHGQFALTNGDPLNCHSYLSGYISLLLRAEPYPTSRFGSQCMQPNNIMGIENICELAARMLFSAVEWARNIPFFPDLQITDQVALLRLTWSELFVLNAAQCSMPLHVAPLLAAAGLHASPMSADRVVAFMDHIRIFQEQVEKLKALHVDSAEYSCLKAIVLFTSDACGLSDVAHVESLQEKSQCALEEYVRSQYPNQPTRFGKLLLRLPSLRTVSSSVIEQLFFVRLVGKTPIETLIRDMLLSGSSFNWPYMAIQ
TROY signal inh = inhibitors of TROY-dependent NF-kB signaling. inhibition, % at 10 µM. Q293 LMP1-TROYcd NF-kB luciferase reporter, 4 h. hit rate 0.98% among 360,000;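 active means compounds whose plate-normalised and pattern-corrected inhibition of the luciferase reporter signal at the single screening dose is 50% or more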
The depositor's hits bear a star; / = not tested or not shown. The list is partial; the hit share may differ from the screen's.

Molecule,SRC1 inh,TRAIL sens C8,TLR9-MyD88 inh,LMP1 NFkB inh,SRC2 inh,NOD2 RIPK2 PPI,NCOA3 inh,NR5A2 inv ag,TWEAK Fn14 block,COUP-TFII inh,TROY signal inh
COc1ccc(CSc2nnnn2C)cc1[N+](=O)[O-],11,2,-1,-3,-11,3,-12,5,-4,-21,3
Cc1ccc(C(C)NC(=S)NCc2ccc(F)cc2)cc1C (stereo not drawn),22,-12,-2,-3,1,-5,12,-2,0,12,29
Cc1nn(-c2ccccc2)c(C)c1NS(=O)(=O)c1ccccc1,-1,4,-1,2,5,-8,6,-2,5,12,3
Cc1cccc(NC(=O)CCc2nc3sc4c(c3c(=O)[nH]2)CCCC4)c1,1,12,-1,4,-36,8,-6,2,-10,-6,-2
Cc1cc(C)cc(NC(=O)c2cccc(NC(=O)C3C4CC5OC(=O)C3C5C4)c2)c1 (stereo not drawn),-5,1,7,-6,/,-11,10,9,8,/,-4
O=C(NCc1cccs1)Nc1ccc2c(c1)OCO2,-60,3,-4,-14,-34,-10,-57,-93,-28,-24,-41
Cc1cc(C)n(C(=O)c2ccc(C)c(S(=O)(=O)N3CCCC3)c2)n1,-2,-11,-3,-1,7,-1,-13,3,12,-1,/
O=C(OCC(=O)N1CCN(C(=O)c2ccco2)CC1)c1cc(-c2ccco2)nc2ccccc12,-26,1,2,-6,/,-14,-20,5,42,/,1
N#Cc1c(NC(=O)Cn2nc(C(F)(F)F)c3c2CCCC3)sc2c1CCC2,0,-7,4,5,3,3,-1,-5,-6,0,5
Cc1cc(OC(=O)c2cccc(F)c2)c([N+](=O)[O-])c(=O)[nH]1,-1,14,-1,5,-2,1,6,-9,3,1,1
COc1ccccc1-c1nc(SCC(=O)N2CCOCC2)n[nH]1,-7,-9,5,-12,-11,1,1,8,26,-7,4
CC(C)(C)Cc1nnc(NC(=O)Cc2ccc([N+](=O)[O-])cc2)s1,-3,12,10,-1,14,-4,16,-2,9,-9,17
COc1ccc(NC(=O)NCc2ccc3c(c2)OCO3)c(OC)c1,-18,-3,6,-2,-11,-5,13,-12,12,-1,6
COc1ccc(N(CC(=O)Nc2ccc(OC)c(Cl)c2)S(=O)(=O)c2c(C)noc2C)cc1,3,1,-9,2,-19,-3,24,-2,9,0,14
CC(O)CNC(=O)c1ccc(-c2nn(C)c(=O)c3ccccc23)cc1 (stereo not drawn),6,1,-6,1,-7,6,11,30,10,-22,8
COC(=O)C1=C(C)NC(C)=C(C(=O)OC)C1C(=O)OCC(=O)c1ccc(Br)cc1,-7,-10,-1,-1,-27,-18,0,-10,-24,2,-27
O=C(CCC1CCCN(C(=O)c2ccsc2)C1)NCc1ccc(F)c(F)c1 (stereo not drawn),-3,-23,-2,-4,15,-2,-6,-6,-6,-8,11
O=C(Cc1ccc2c(c1)OCCO2)c1c(O)cc(O)cc1O,-51,-12,-10,-25,-24,5,-27,-31,-30,-4,-30
COc1ccc(/C(N)=N/OC(=O)C2CCC(=O)N2S(=O)(=O)c2ccc(C)cc2)cc1OC (stereo not drawn),-6,-7,10,7,-7,-8,14,2,15,13,4
CCOC(=O)c1[nH]c(COC(=O)CCOc2ccccc2OC)c(C(=O)OCC)c1C,-10,-1,4,-8,-13,-1,7,10,-3,-7,-17
CCCCn1c(-c2nn(C)cc2Cl)n[nH]c1=S,-4,-9,-1,-4,12,-14,0,5,-3,4,2
Cc1ccccc1C(=O)c1c[nH]c(C(=O)NCC2CCCO2)c1 (stereo not drawn),-5,6,3,21,-5,-8,-11,13,-1,6,-23
CCOC(=O)C1CCN(S(=O)(=O)c2cccc(-c3cn4cc(C)ccc4n3)c2)CC1,2,20,5,8,-7,-7,5,-1,27,3,-7
c1ccc(Cc2nnc3sc(-c4cccs4)nn23)cc1,-13,6,0,8,5,-12,1,0,1,-4,3
CC(C)CC(=O)NC(=S)NCCc1ccccc1,-13,-9,-1,2,0,-10,-30,-8,-12,-22,-33
COc1cc(C2NC(=S)NC(C)=C2C(=O)c2ccccc2)ccc1O (stereo not drawn),-20,-11,-6,4,-3,3,-9,6,-3,-10,-16
Cc1cc(SCC(=O)Nc2ncc(Cl)cc2Cl)nc2ccccc12,-23,31,10,-7,-3,4,-83,-29,-65,7,1
NC(=O)Cn1cc(/C=N\NS(=O)(=O)c2ccc(F)cc2)c2ccccc21,-7,-3,0,-14,-14,-1,-4,13,21,1,-5
Clc1ccc(C(CCN2CCCC2)Cc2ccccc2)cc1 (stereo not drawn),-2,1,-8,2,-7,0,-4,6,-3,16,11
O=C(NC(=S)NN1CCCCC1c1cccnc1)c1ccc(Cl)cc1Cl (stereo not drawn),0,7,4,3,14,-13,16,-5,-14,3,-23
CCCC/C=C1\CCc2c([nH]c3ccccc23)C1=O,-64,-6,-1,-10,-7,-1,-46,-36,-41,-8,-56
COc1ccc2ccc3ccc(OC)c(OC(C)=O)c3c2c1,5,-4,1,14,10,-1,8,-1,21,12,9
CCC(C)c1ccccc1NC(=O)CN1CCN(C/C=C/c2ccccc2)CC1 (stereo not drawn),2,-9,8,0,-1,-6,14,8,13,-7,-8
Cc1ccc(S(=O)(=O)NC(Cc2c[nH]c3ccccc23)C(=O)O)cc1 (stereo not drawn),-2,5,8,-6,2,2,6,-6,-3,-2,-6
CC(C)N1CCc2c(sc(NC(=O)c3cc(-c4cccs4)nc4ccccc34)c2C(N)=O)C1,-10,48,-9,-3,/,5,-3,10,-14,/,-6
Cc1cc(C)c(NC(=O)C2CCCO2)c(C)c1 (stereo not drawn),10,-14,9,2,0,-15,4,14,-2,-8,7
COc1ccc(CN2CCC(=O)N([C@H](CO)c3ccccc3)CC2)cc1,4,3,0,-3,3,6,11,-9,-3,-8,3
CCN1CCN(c2ccc(S(=O)(=O)N(CC)CC)cc2[N+](=O)[O-])CC1,-3,6,-3,-14,-9,5,-9,17,-3,7,-2
COc1ccc(-c2cc3c(=O)n(CC(=O)NCCCN4CCN(Cc5ccccc5)CC4)ncn3n2)cc1,-46,80*,-7,50*,-45,-5,-38,-46,23,-7,-12
COc1ccc(C(CNC(=O)COc2ccccc2-c2ccccc2)N2CCOCC2)cc1 (stereo not drawn),11,5,-10,-16,-3,3,6,6,0,5,-19

Some of the entries so far, with values under each structure.
Sequence of screens: SRC1 inh, TRAIL sens C8, TLR9-MyD88 inh, LMP1 NFkB inh, SRC2 inh, NOD2 RIPK2 PPI, NCOA3 inh, NR5A2 inv ag, TWEAK Fn14 block, COUP-TFII inh, TROY signal inh
> CCC(C)c1ccccc1NC(=O)CN1CCN(C/C=C/c2ccccc2)CC1 (stereo not drawn)
 : 2, -9, 8, 0, -1, -6, 14, 8, 13, -7, -8
> CC(C)N1CCc2c(sc(NC(=O)c3cc(-c4cccs4)nc4ccccc34)c2C(N)=O)C1
 : -10, 48, -9, -3, /, 5, -3, 10, -14, /, -6
> CCCC/C=C1\CCc2c([nH]c3ccccc23)C1=O
 : -64, -6, -1, -10, -7, -1, -46, -36, -41, -8, -56

(list continues)
Molecule,SRC1 inh,TRAIL sens C8,TLR9-MyD88 inh,LMP1 NFkB inh,SRC2 inh,NOD2 RIPK2 PPI,NCOA3 inh,NR5A2 inv ag,TWEAK Fn14 block,COUP-TFII inh,TROY signal inh
CCCN(CCC)CCCNC(=O)C1c2cc(OC)c(OC)cc2C(=O)N(C)C1c1cccs1 (stereo not drawn),0,-20,-1,-2,-6,-5,5,1,3,1,2
CCCCOC(=O)C1=C(N)N2C(=O)C(C)SC2=C(C(=O)OCC)C1c1ccc(O)c(OC)c1 (stereo not drawn),-7,2,0,5,15,4,6,9,1,5,-2
Cc1noc(C)c1COC(=O)c1ccccc1Sc1ccccc1C#N,-8,12,-11,1,-2,-1,27,-3,23,6,20
O=C(Nc1ccccc1F)C1COc2ccccc2O1 (stereo not drawn),-28,1,0,2,-42,-3,-39,-47,-12,26,-52
Cc1ccc(S(=O)(=O)NC(=O)C2(C)CCN2C(=O)Cc2ccc(Cl)cc2Cl)cc1 (stereo not drawn),3,-21,/,/,-16,-4,3,7,1,11,8
CC(=O)NCCOc1nc(N(C)C)nc(N(C)C)n1,25,-16,-2,1,6,4,28,15,24,-4,-4
CCOc1cc(/C=N/NC(=O)c2ccc(N(C)S(=O)(=O)c3ccccc3)cc2)ccc1OC,10,-15,6,5,5,-5,19,2,0,5,-12
CNC(=O)C(=O)Nc1c(C)cc(C)cc1C,0,-9,-4,-13,29,3,-10,-1,-6,7,0
O=C(O)c1ccccc1NC(=O)c1ccccc1-c1ccccc1C(=O)O,-5,3,-6,-5,4,5,-12,-18,-4,-22,-8
CC(NC(=O)c1ccco1)C(=O)N1CCCCC1 (stereo not drawn),-12,-12,-5,-6,1,-2,-43,3,1,7,23
CC(OC(=O)c1n[nH]c2ccccc12)C(=O)NC1CCCCC1C (stereo not drawn),6,-18,2,-7,15,-2,-1,11,-9,13,-6
Cc1nn(C)c(C)c1S(=O)(=O)N1CCCC(C(=O)NC2CCCCC2)C1 (stereo not drawn),7,6,11,-7,-12,-1,1,-6,6,-5,-13
Cc1nc2ccccc2n1-c1nc(-c2ccco2)cc(C(F)(F)F)n1,-3,41,8,-90,-8,20,9,28,43,-12,-22
CSc1ncccc1C(=O)OCC(=O)c1[nH]c(C)c(C(C)=O)c1C,7,4,-2,2,7,-9,7,7,-9,-4,-2
COc1ccc(/C(O)=C2/C(=O)C(=O)N(c3ccccn3)C2c2cccc(Cl)c2)cc1 (stereo not drawn),-6,2,1,2,-73,-8,0,-24,-4,-37,-49
CCOc1cccc2sc(NN)nc12,-9,5,5,0,6,-8,0,-10,-8,-16,1
CCCNC(=O)c1csc2c1CCCCC2,1,-6,1,1,3,6,-19,0,5,3,-1
NC(=O)c1ccc(CSc2nc3ccccc3s2)cc1,-51,7,3,-23,-24,1,-35,-59,-12,-22,-94
NC1=NC(=O)C(Cc2ccc(F)cc2)S1 (stereo not drawn),3,0,-1,-2,-12,-16,-6,0,2,-7,-18
CCN(CC)C(=N)/C(C#N)=N/Nc1ccccc1,-43,-7,/,/,-15,-11,-27,-46,-18,-25,-8
CCOC(=O)c1ccccc1OCc1cc(/C=N/NC(=O)c2ccncc2)ccc1OC,2,0,8,-1,10,-2,9,0,27,18,40
O=C(COC(=O)C1CCN(S(=O)(=O)c2cccs2)CC1)Nc1ccc(F)c(F)c1F,-30,-13,2,-7,16,3,-8,-5,-1,13,-4
O=C(NC1CCOC1)c1cc(COc2cccc(C(F)(F)F)c2)on1 (stereo not drawn),-12,-2,0,-15,-30,-13,1,-37,-19,-16,-51
CCC(C)[C@H](NS(=O)(=O)c1ccc(C)cc1)C(=O)N1CCC(C(=O)N2CCC(C(=O)OC)CC2)CC1 (stereo partly drawn),-27,-12,-9,5,0,-2,18,6,1,12,1
CN1CCN(C(=O)c2cnn3c(C(F)(F)F)cc(-c4ccc5c(c4)OCO5)nc23)CC1,0,-7,-7,-10,12,-5,18,16,-37,11,-7
C/C(=N/Nc1nc(-c2ccccc2)c(CC(=O)O)s1)c1ccccc1,-14,14,-6,-38,-38,-10,-17,-33,9,-40,-6
